Screening data deposited in PubChem BioAssay by several laboratories.
NR1D1 modulator = modulators of human Rev-erb alpha DNA binding. 0.79% of 370,000 active. activity, % at 10 µM. Rev-erbα–FITC-DNA binding, fluorescence polarization, 90 min;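 active = activity above about 14%, limit read from the data; passing the limit was not always enough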;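 also: 0% = DMSO wells with 35 nM protein and 100% = DMSO wells with 750 nM protein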
HTRA1 inh = blocks human HTRA1 serine peptidase | 0.5% of 340,000 active | inhibition, % at 5.96 µM | Q92743 | recombinant HTRA1, FP-rhodamine activity-based probe, fluorescence polarization; in the data active = inhibition above about 36%;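 also: 0% = enzyme with DMSO and 100% = wells lacking enzyme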
Target sequence (Q92743 whole entry, looked up): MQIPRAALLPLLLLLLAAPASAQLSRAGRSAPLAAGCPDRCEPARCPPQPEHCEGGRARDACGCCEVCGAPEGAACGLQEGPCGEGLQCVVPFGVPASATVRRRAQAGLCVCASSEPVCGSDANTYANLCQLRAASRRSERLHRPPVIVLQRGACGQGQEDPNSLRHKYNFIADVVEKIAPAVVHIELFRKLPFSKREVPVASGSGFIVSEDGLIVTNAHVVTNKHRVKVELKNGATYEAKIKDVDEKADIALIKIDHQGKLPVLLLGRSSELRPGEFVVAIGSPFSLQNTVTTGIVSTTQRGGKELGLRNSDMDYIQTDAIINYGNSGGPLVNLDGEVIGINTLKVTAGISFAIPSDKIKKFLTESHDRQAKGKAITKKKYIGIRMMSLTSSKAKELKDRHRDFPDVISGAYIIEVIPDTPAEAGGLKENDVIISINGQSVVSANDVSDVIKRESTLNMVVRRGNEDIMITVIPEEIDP
The depositor's hits bear a star; nt = no result given. The list is partial, so the mix of outcomes need not match the whole.

1: CC[C@H](C)/C=C(C)/C=C/C1=CC2=C(Cl)C(=O)[C@@](C)(OC(C)=O)C(=O)C2=CO1
2: COC(=O)C1=C(c2ccc(F)cc2F)C[C@@H]2CC[C@H]1N2C(=O)NCCOc1ccc(OC)cc1
3: O=P(Nc1c(Cl)cccc1Cl)(c1ccccc1)c1nc2c(s1)CCCC2 (configuration not stated)
4: O=c1c(C=NCCN2CCNCC2)c(O)n(C2CCCCC2)c(=O)n1C1CCCCC1
5: COC(=O)C1=C(c2ccc(C(C)=O)cc2)C[C@@H]2CC[C@H]1N2C(=O)NCC1CC1
6: COc1ccc(C2C(C(=O)N3CCC4(CC3)OCCO4)CC(=O)N2c2ccc(OC)cc2)cc1 (configuration not stated)

assay / compound	1	2	3	4	5	6
NR1D1 modulator	nt	nt	nt	nt	nt	nt
HTRA1 inh	77.7*	-9.3	-7.8	4.3	-0.2	2.9

7: CC(C)[C@H]1C(=O)O[C@H](C(C)C)C(=O)N(C)[C@@H](C(C)C)C(=O)O[C@H](C(C)C)C(=O)N(C)[C@@H](C(C)C)C(=O)O[C@H](C(C)C)C(=O)N1C
8: CCCN1CCc2cccc3c2[C@H]1Cc1ccc(O)c(O)c1-3
9: CN1Cc2c(c(C#N)c(N)n(C)c2=S)CC1(C)C
10: O=C1NC(=S)N(c2ccc(F)cc2)C(=O)/C1=C\c1ccoc1
11: CCOc1ccc(CN(CCCl)CCCl)cc1C(=O)OC
12: O=C(O)CC1OCC=C2CN3CCC45C6=CC(=O)C(=O)C([N+](=O)[O-])=C6NC4C1C2CC35 (configuration not stated)

assay / compound	7	8	9	10	11	12
NR1D1 modulator	nt	nt	nt	nt	nt	nt
HTRA1 inh	-5.8	77.3*	6.5	-6.3	4.8	7.7

Some values from the entries so far:
`O=C(O)CC1OCC=C2CN3CCC45C6=CC(=O)C(=O)C([N+](=O)[O-])=C6NC4C1C2CC35` (configuration not stated) in HTRA1 inh: 7.7
`O=C1NC(=S)N(c2ccc(F)cc2)C(=O)/C1=C\c1ccoc1` in HTRA1 inh: -6.3

Going on with the list:
13: COC(=O)C1=C(c2ccc3ccccc3c2)C[C@@H]2CC[C@H]1N2C(=O)N1CCC(C)CC1
14: O=C(c1ccc2nc(-c3ccco3)c(-c3ccco3)nc2c1)N1CCC2(CC1)OCCO2
15: CCOC(=O)c1c(C)n(CCN2CCN(C)CC2)c2ccc(OC)cc12
16: Cc1c2ccncc2c(C)c2c1[nH]c1ccccc12
17: CCOC(=O)c1c(-n2c(C)cc(C=C3C(=O)NC(=S)NC3=O)c2C)sc2c1CCCC2
18: CN1CC=C2C(C#N)=C(N)C(C#N)(C#N)C(c3ccncc3)C2C1 (configuration not stated)

assay / compound	13	14	15	16	17	18
NR1D1 modulator	nt	nt	nt	nt	nt	nt
HTRA1 inh	-22.1	11.4	-5.7	2.4	4.0	16.0

19: C[C@]12CCC(=O)C=C1CCC1C2CC[C@@]2(C)C1CC[C@@]2(O)CC#N (some centres not stated)
20: Cc1cccc(C(=O)Nc2ccc3c(c2)CC2(C(=O)N(C)C(=O)N(C)C2=O)C2CCCN32)c1 (configuration not stated)
21: CC(C)(O)C(Cl)(Cl)Cl
22: Nc1ccccc1
23: CCC(C)[C@H]1O[C@]2(C=C[C@@H]1C)C[C@@H]1C[C@@H](C/C=C(\C)[C@@H](O[C@@H]3C[C@H](OC)[C@H](O[C@H]4C[C@H](OC)[C@@H](O)[C@H](C)O4)[C@H](C)O3)[C@@H](C)/C=C/C=C3\CO[C@@H]4[C@H](O)C(C)=C[C@@H](C(=O)O1)[C@]34O)O2 (some centres not stated)
24: Cc1ccccc1-n1c(CF)nc2ccc(N)cc2c1=O

assay / compound	19	20	21	22	23	24
NR1D1 modulator	nt	nt	-2.5	-5.0	-3.9	-1.4
HTRA1 inh	-0.7	-6.6	nt	nt	nt	nt

Copied from the entries so far (12 entries):
10: O=C1NC(=S)N(c2ccc(F)cc2)C(=O)/C1=C\c1ccoc1
11: CCOc1ccc(CN(CCCl)CCCl)cc1C(=O)OC
12: O=C(O)CC1OCC=C2CN3CCC45C6=CC(=O)C(=O)C([N+](=O)[O-])=C6NC4C1C2CC35 (configuration not stated)
13: COC(=O)C1=C(c2ccc3ccccc3c2)C[C@@H]2CC[C@H]1N2C(=O)N1CCC(C)CC1
14: O=C(c1ccc2nc(-c3ccco3)c(-c3ccco3)nc2c1)N1CCC2(CC1)OCCO2
15: CCOC(=O)c1c(C)n(CCN2CCN(C)CC2)c2ccc(OC)cc12
16: Cc1c2ccncc2c(C)c2c1[nH]c1ccccc12
17: CCOC(=O)c1c(-n2c(C)cc(C=C3C(=O)NC(=S)NC3=O)c2C)sc2c1CCCC2

assay / compound	10	11	12	13	14	15	16	17
NR1D1 modulator	nt	nt	nt	nt	nt	nt	nt	nt
HTRA1 inh	-6.3	4.8	7.7	-22.1	11.4	-5.7	2.4	4.0

18: CN1CC=C2C(C#N)=C(N)C(C#N)(C#N)C(c3ccncc3)C2C1 (configuration not stated)
19: C[C@]12CCC(=O)C=C1CCC1C2CC[C@@]2(C)C1CC[C@@]2(O)CC#N (some centres not stated)
20: Cc1cccc(C(=O)Nc2ccc3c(c2)CC2(C(=O)N(C)C(=O)N(C)C2=O)C2CCCN32)c1 (configuration not stated)
21: CC(C)(O)C(Cl)(Cl)Cl

assay / compound	18	19	20	21
NR1D1 modulator	nt	nt	nt	-2.5
HTRA1 inh	16.0	-0.7	-6.6	nt

Later entries.
25: Cc1cccc(Cc2cnc[nH]2)c1C
26: CC(CO)NC(=O)C1C=C2c3cccc4[nH]cc(c34)C[C@H]2N(C)C1 (some centres not stated)
27: C[C@@H]1CC[C@H]2[C@@H](C)C(=O)O[C@@H]3OC4(C)CC[C@@H]1[C@]32OO4
28: C=C1CC2C(CC[C@]3(C)C(=O)CCC23)[C@@]2(C)C=CC(=O)C=C12 (some centres not stated)
29: C=CCN1CC[C@]23c4c5ccc(O)c4O[C@@H]2C(=O)CC[C@@]3(O)[C@H]1C5
30: CC[C@H]1C2CC3[C@@H]4N(C)c5ccccc5[C@]45C[C@@H](C2C5O)N3[C@@H]1O (some centres not stated)

assay / compound	25	26	27	28	29	30
NR1D1 modulator	-1.0	4.9	-5.7	-1.2	-3.7	0.4
HTRA1 inh	nt	nt	nt	nt	nt	nt

31: O=[N+]([O-])C(Br)(CO)CO
32: CCC1(CC)C(=O)NC(=O)NC1=O
33: CC(C)=CC1C(C(=O)OCc2cccc(Oc3ccccc3)c2)C1(C)C (configuration not stated)
34: Oc1ccc2c3c1O[C@@H]1[C@@H](O)CC[C@@]4(O)[C@@H](C2)N(CC2CCC2)CC[C@]314
35: CNc1ccc(C(=O)CC(O)CCC(C)C2OC(=O)CC(O)CC(=O)CC(O)CC(O)CC(O)CC(O)CC3(O)CC(O)C(C(=O)OC)C(CC(O[C@@H]4O[C@H](C)[C@@H](O)[C@H](N)[C@@H]4O)/C=C/C=C/C=C/C=C/C=C/C=C/C=C/C2C)O3)cc1 (some centres not stated)
36: COc1cc2c(cc1OC)[C@@]13CCN4CC5=CCOC6CC(=O)N2C1[C@H]6[C@H]5C[C@H]43 (some centres not stated)

assay / compound	31	32	33	34	35	36
NR1D1 modulator	0.0	-2.1	7.4	8.5	6.1	10.5
HTRA1 inh	nt	nt	nt	nt	nt	nt

37: CNC(=O)Oc1cccc2c1OC(C)(C)C2
38: C#CCN1CC(=O)N(COC(=O)C2C(C=C(C)C)C2(C)C)C1=O (configuration not stated)
39: COP(=S)(OC)Oc1cc(Cl)c(Cl)cc1Cl
40: O=C(O)c1ccccc1-c1c2cc(Br)c(=O)cc-2oc2[c]([Hg])c(O)c(Br)cc12
41: C[C@]12CC[C@H](OC3OC(O)C(O)C(O)C3O)C=C1CCC1C2CC[C@]2(C)[C@@H](c3ccc(=O)oc3)CC[C@]12O (some centres not stated)
42: C[C@]12CC[C@H](O)CC1=CCC1C2CC[C@]2(C)C(=O)CC[C@@H]12 (some centres not stated)

assay / compound	37	38	39	40	41	42
NR1D1 modulator	1.5	12.4	4.0	117.8*	-3.9	-5.7
HTRA1 inh	nt	nt	nt	nt	nt	nt

43: C[C@@H]1O[C@@H](O[C@H]2C[C@@H](O)[C@]3(CO)C4C(CC[C@]3(O)C2)[C@@]2(O)CC[C@H](C3=CC(=O)OC3)[C@@]2(C)C[C@H]4O)[C@H](O)[C@H](O)[C@H]1O (some centres not stated)
44: NCC(O)c1cccc(O)c1 (configuration not stated)
45: CC(C)(C)CC(C)(C)c1ccc(O)cc1
46: O=C1CN=C(c2ccccc2Cl)c2cc([N+](=O)[O-])ccc2N1
47: CCC1(C)CC(=O)NC(=O)C1
48: CCCC(C)C1(CC)C(=O)N=C(S)NC1=O (configuration not stated)

assay / compound	43	44	45	46	47	48
NR1D1 modulator	1.6	3.2	9.7	8.3	3.2	-3.5
HTRA1 inh	nt	nt	nt	nt	nt	nt
